# Pin1 inhibitor = human Pin1 inhibition. Potency, µM (doses to about 115 µM), without a hit: at the highest dose activity, negative = inhibition, usual class: inhibitors. AID 504891. Q13526. Pin1 FP peptide displacement, HiFluor488, 10 min. actives 0.009% (n = 390,000); active = well fitted inhibition curve with a large enough effect in the polarisation, with a control signal flat, not every such curve was filed as active; inconclusive = small, poorly fitted or top-dose-only effect, or effect the other way, or a change in a side signal; inactive = no such curve, though single readings can be large or run the other way; the % refers to the polarisation; also: % is scaled to controls: 0 for no effect and ±100 for the full control effect
# Target sequence (Q13526 whole entry, looked up): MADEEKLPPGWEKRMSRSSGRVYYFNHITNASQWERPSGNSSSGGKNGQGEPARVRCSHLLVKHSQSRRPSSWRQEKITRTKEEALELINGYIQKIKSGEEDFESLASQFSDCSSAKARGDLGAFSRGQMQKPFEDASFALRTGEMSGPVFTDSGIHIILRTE
# G9a inh = G9a (human) methyltransferase inhibition. Q96KQ7. actives 8.8% (n = 350,000). Potency, µM (titrated, usually from 102 µM), without a hit: at the top dose activity, negative = inhibition, actives largely listed as inhibitors. AID 504332. G9a H3K9 monomethylation, AlphaScreen, 2 h; also: % is scaled to controls: 0 for no effect and ±100 for the full control effect; nearly all actives have a fitted effect of over 75% in size
# Target sequence (Q96KQ7 913-1193 limits assumed): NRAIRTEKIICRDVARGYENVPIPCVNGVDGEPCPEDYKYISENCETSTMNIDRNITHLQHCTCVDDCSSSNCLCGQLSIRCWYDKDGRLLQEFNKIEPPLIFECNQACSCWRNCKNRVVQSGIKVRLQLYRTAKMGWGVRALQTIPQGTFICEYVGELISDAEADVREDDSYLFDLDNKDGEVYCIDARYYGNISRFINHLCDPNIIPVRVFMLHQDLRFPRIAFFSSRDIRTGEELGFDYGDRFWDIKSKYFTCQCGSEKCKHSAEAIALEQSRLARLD
#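 Compounds were preincubated with 20 nM G9a for 15 min, after which biotinylated H3K9 peptide (500 nM) and SAM (20 uM) started a 2 h room-temperature reaction. Monomethylated product was quantified by antibody-based AlphaScreen chemiluminescence.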
# POLI inh = DNA polymerase iota (human) inhibition. Q9UNA4. Pol iota fluorescent replication assay, 10 min. Potency, µM (titrated, usually from 115 µM), for inactives: at the highest dose activity, negative = inhibition, hits mostly inhibitors. actives 1% (n = 390,000). AID 588590
#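 Pol iota at 10 nM preincubated 15 min with compounds at room temperature; reaction started with fluorescent substrate, 50 nM final. Fluorescence read kinetically at 0 and 10 min; buffer-only wells as negative control.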
# PGK inhibitor = inhibitors of T. brucei phosphoglycerate kinase; P07378; AID 602233; Potency, µM (highest dose often 57.5 µM), for the others: at the top dose activity change, negative = inhibition, most hits filed as inhibitors; actives 0.043% (n = 380,000); PGK/GAPDH coupled, Kinase-Glo luminescence, 60 min; also: % is scaled to controls: 0 for no effect and ±100 for the full control effect; nearly all actives have a fitted effect of over 60% in size
#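 Luminescent ATP detection (Kinase-Glo Plus) follows a 60-minute room-temperature incubation, with wells lacking PGK as controls. Buffer: 100 mM TEA (pH 7.6), 5 mM MgCl2, 0.01% Tween-20. Coupling enzyme GAPDH (100 nM final) supplies unstable 1,3-BPG in-well.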
# BAZ2B inh = inhibitors of human BAZ2B bromodomain. Q9UIF8. AlphaScreen BAZ2B-H3K14Ac peptide displacement. Potency, µM (doses to about 114 µM), for inactives: at the highest dose activity change, negative = inhibition, most hits filed as inhibitors. actives 4.4% (n = 360,000). AID 504333; also: % is scaled to controls: 0 for no effect and ±100 for the full control effect; nearly all actives have a fitted effect of over 60% in size
#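 Compounds, titrated to a top concentration of 110 uM, were incubated 30 min at room temperature with preformed BAZ2B/acetyl-K14 H3 peptide complex (50 nM each). Proximity signal was measured by AlphaScreen after 20 min with beads.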
# HP1b chromo inh = inhibitors of HP1-beta chromodomain binding to methylated histone tails; P83916; AlphaScreen HP1-beta / biotin-H3K9me3 peptide binding; Potency, µM (titrated, usually from 114 µM), without a hit: at the top dose activity change, negative = inhibition, most hits filed as inhibitors; actives 0.56% (n = 390,000); also: nearly all actives have a fitted effect of over 70% in size; inactives centre near 23
#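 AlphaScreen: HP1-beta (50 nM) preformed 30 min with biotin-H3(1-18)K9me3 peptide (50 nM) in PBS pH 7.4, 0.01% Tween-20. Compound added for 30 min at RT, then streptavidin donor/nickel chelate acceptor beads (10 ug/mL) for 30 min.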
# GLS inhibitor = inhibitors of human glutaminase (GLS). O94925. GLS enzymatic activity, qHTS titration. Potency, µM (top dose mostly 45.5 µM), for the others: at the highest dose activity change, negative = inhibition, actives largely listed as inhibitors. actives 0.21% (n = 410,000); also: % is scaled to controls: 0 for no effect and ±100 for the full control effect
# Target sequence (O94925 whole entry, looked up): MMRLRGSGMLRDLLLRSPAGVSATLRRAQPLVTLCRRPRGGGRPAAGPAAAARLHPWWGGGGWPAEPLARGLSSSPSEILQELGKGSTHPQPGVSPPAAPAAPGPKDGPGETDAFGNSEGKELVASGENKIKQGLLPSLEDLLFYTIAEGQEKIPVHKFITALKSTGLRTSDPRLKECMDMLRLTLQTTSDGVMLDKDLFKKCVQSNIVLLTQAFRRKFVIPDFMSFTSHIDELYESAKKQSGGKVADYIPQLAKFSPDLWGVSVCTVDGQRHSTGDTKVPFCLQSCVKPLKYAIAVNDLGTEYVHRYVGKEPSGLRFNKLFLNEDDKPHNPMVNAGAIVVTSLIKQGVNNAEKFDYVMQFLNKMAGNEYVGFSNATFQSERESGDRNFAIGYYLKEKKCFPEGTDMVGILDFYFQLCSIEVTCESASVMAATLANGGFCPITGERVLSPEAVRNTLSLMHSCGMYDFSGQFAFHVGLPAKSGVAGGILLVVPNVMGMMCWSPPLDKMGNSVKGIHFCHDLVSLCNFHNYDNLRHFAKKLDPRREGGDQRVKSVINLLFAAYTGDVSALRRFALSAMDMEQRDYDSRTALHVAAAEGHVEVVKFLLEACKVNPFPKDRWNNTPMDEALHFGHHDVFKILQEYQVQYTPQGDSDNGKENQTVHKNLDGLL
#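 hKGA; 45 mM KH2PO4 pH 8.2 + 0.02% Tween-20; cpd via pin tool; 1 mM Gln soln; GluOx/HRP/Amplex Red; RT 30 min; fluor. t0 & final.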
# BLM inh = inhibitors of human Bloom syndrome helicase BLM; recombinant BLM DNA unwinding, fluorescence dequenching; Potency, µM (doses to about 56.1 µM), without a hit: top-dose activity change, negative = inhibition, actives largely listed as inhibitors; actives 0.2% (n = 350,000);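 also: plate controls were vehicle for no effect and no enzyme for full effect; nearly all actives have a fitted effect of over 35% in size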
# JMJD2A Tudor = JMJD2A Tudor domain (human) inhibition; Potency, µM (series often up to 114 µM), without a hit: top-dose activity change, negative = inhibition, hits mostly inhibitors; AID 504339; O75164; actives 4.4% (n = 390,000); AlphaScreen JMJD2A-Tudor / H3K4me3 peptide binding; also: % is scaled to controls: 0 for no effect and ±100 for the full control effect; nearly all actives have a fitted effect of over 50% in size
# * = called active by the depositor; i = inactive; ? = inconclusive; / = no result given; & = joins results of further samples; [ ] = dose if it differs, or a comment. Unless noted, calls follow the shape of the dose curve; as a rule, active = well fitted curve in the direction sought with a large enough effect; inconclusive = small, poorly fitted or top-dose-only effect, or another doubt; inactive = no such curve, though single readings can be large; an effect the other way counts as inactive or inconclusive. Potency is read from the fitted curve at half-maximal effect. This is a subset (hit frequency here may not be typical).
SMILES,Pin1 inhibitor,G9a inh,POLI inh,PGK inhibitor,BAZ2B inh,HP1b chromo inh,GLS inhibitor,BLM inh,JMJD2A Tudor
COCCc1nnc(NC(=O)C(C)C)s1,-3.2%,8.0%,63.8%[activator],1.0%,-12.5%,23.7%,6.2%,-0.4%,9.3%
Brc1ccc(N/N=C(/N=Nc2nn[nH]n2)c2ccccc2)cc1,/,11.2µM*,1.4%,-7.0%,11.2µM*,12.6µM*,19.2%,2.1%,12.6µM*
COc1cccc(NC(=O)C(=O)NCCC2CCCCN2S(=O)(=O)c2ccccc2)c1 (stereo not given),4.1%,-15.8%[0.501 µM],28.8%,-2.5%,11.3%,23.3%,25.8%,/,-17.1%
COc1ccc(N(CC(=O)N2CCCCCC2)S(C)(=O)=O)cc1Cl,10.6%,/,5.0%,-4.9%,22.8%,32.2%,5.1%,0.0%,-14.1%
N#C/C(=C1/CCCCCN1)c1nc2ccccc2s1,49.1%[activator],13.7%[59 µM],0.6%,-8.4%,-8.9%,17.2%,-28.7%,-5.0%,-8.7%
CSc1nnc2c(n1)OC(c1cccn1C)N(C(C)=O)c1ccccc1-2 (stereo not given),1.2%,?,7.7%,-9.6%,12.4%,22.2%,-13.4%,-3.0%,-14.0%
N/C(Cc1ccc([N+](=O)[O-])cc1)=N\OC(=O)COc1ccc2ccccc2c1,2.0%,-40.6%,-8.3%,-6.8%,7.1%,5.1%,-2.4%,-5.6%,-24.3%
O=C(CCc1ccccc1)Nc1nnc(-c2cccs2)o1,1.0%,?,22.4%,-5.7%,-30.0%,55.6%[activator],-0.1%,-1.4%,-6.4%
O=C(NNc1nc2c(F)cc(F)cc2s1)C1=COCCO1,-4.1%,4.8%,-4.9%,-1.9%,-13.4%,55.2%[activator],11.9%,-0.9%,-10.5%
O=C1C2C(C(=O)N1c1ccncc1)C1C=CC2C12CC2 (stereo not given),-5.9%,-13.3%[59 µM],-5.4%,-8.5%,11.4%,25.8%,-19.4%,-1.0%,-0.3%
Cc1cc(=O)n2[nH]c(SCc3ccccc3Cl)nc2n1,-3.3%,4.8%,-13.4%,-0.5%,1.1%,61.5%[activator],-2.1%,-3.1%,-5.3%
COc1ccc(NC(=O)c2cccnc2N2CCCCC2)cc1,-1.7%,6.4%[59 µM],7.8%,5.8%,3.2%,25.8%,10.3%,0.3%,3.0%
CCn1cc(/C=C(\NC(=O)c2ccccc2Cl)C(=O)NCCN2CCOCC2)c2ccccc21,7.2%,4.2%,-1.0%,-1.8%,-19.9%,3.8%,6.3%,0.8%,-19.6%
O=C(CN(C(=O)CNC(=O)c1ccco1)c1ccc2c(c1)OCO2)NC1CCCCC1,-1.6%,-25.1%,13.9%,-6.2%,-18.1%,42.9%[activator],0.9%,-0.8%,9.6%
Cc1nc(-c2ccc(S(=O)(=O)Nc3ccccc3C)cc2)co1,-8.4%,?,-14.2%,-4.7%,-32.2%,65.2%[activator],-0.7%,-3.7%,-26.7%
Oc1ccc2nnc3c(Br)cnn3c2c1,/,?,?,-6.4%,-3.5%,33.2%,-0.6%,-6.5%,-7.0%
C=CCN1C(=O)C2C(C(=O)NC3CCCC3)C3(C)C=CC2(O3)C1C(=O)NC1CCCC1 (stereo not given),-1.5%,17.6%,79.9%[activator],-5.5%,-13.8%,47.5%[activator],1.9%,-2.0%,8.8%
Cc1cc(C)cc(NC(=O)N2CCC(C(N)=O)(N3CCCCC3)CC2)c1,-1.1%,2.1%[59 µM],-7.6%,-9.3%,-18.0%,28.7%,-0.6%,-2.4%,-8.7%
CCCCN(C(=O)c1ccc2c(c1)OCO2)c1ccccc1,-6.4%,50.1µM*,62.6%[activator],i,3.9%,8.4%,0.0%,-6.3%,-2.0%
c1ccc(C2=NC(c3ccccc3)N=C(c3ccccc3)N2)cc1,1.6%,-7.5%[59 µM],8.4%,-0.3%,7.7%,24.9%,7.0%,-1.0%,-9.8%
CCOc1cc(S(=O)(=O)N2CCCC2)ccc1Cl,1.2%,-1.0%,10.0%,/,-0.3%,16.1%,3.8%,-3.6%,0.0%
Cn1c(=O)c([N+](=O)[O-])c(N2CCSCC2)c2ccccc21,-5.3%,/,132.8%[activator],7.3%,-11.3%,0.0%,1.3%,2.3%,-15.3%
CCC(C(=O)NC1CCCC1)N(C(=O)Cn1nnc(-c2ccc(OC)c(OC)c2)n1)C1CCCCC1 (stereo not given),1.1%,?,1.7%[58.9 µM],6.9%,0.7%,6.2%,1.1%,-4.9%,-11.3%
O=C(CN1CC[n+]2c(-c3cccs3)csc21)c1ccc(-c2ccccc2)cc1,-1.0%,/,182.5%[activator],1.2%,-27.7%,14.5%,-33.6%,-7.3%,-24.1%
Cc1ccc(C(=O)c2ccccc2C(=O)OCC(=O)Nc2ccc(SC(F)F)cc2)cc1,18.3%,-19.8%[59 µM],16.0%,-3.0%,7.8%,27.5%,-3.0%,-8.0%,-5.4%
CCOc1ccc(NC(=O)C2CCN(C(=O)NC3CCCCC3)CC2)cc1,3.2%,26.9%[59 µM],-18.9%,i,9.4%,34.5%[activator],?,2.8%,-3.0%
COc1nc(-c2ccccc2)ccc1-c1noc(-c2ccccc2F)n1,-1.8%,-28.5%[59 µM],0.6%,-0.1%,4.9%,59.8%[activator],6.1%,5.3%,-1.8%
O=C(/C=C/c1ccc(Br)o1)OCc1ccccc1,?,14.2%[59 µM],23.1%,1.9%,91.7%[activator],182.0%[activator],-8.8%,-7.1%,138.7%[activator]
COc1ccc(C2/C=C\CN(S(=O)(=O)c3ccc4ccccc4c3)CC(=O)N2Cc2ccc(F)cc2)cc1 (stereo not given),?,-23.1%[59 µM],0.3%&22.5%,-8.0%,-6.4%,10.0%&14.4%,8.4%,-1.0%&-0.9%,-24.1%&-22.2%
Cc1ccc(C)c(-n2sc3ccc(F)cc3c2=O)c1,-5.2%,-0.6%[0.501 µM],?,i,17.8µM*,-25.5%,?,/,14.1µM*
COc1ccc(/C=N\NC(=O)c2ccccc2[N+](=O)[O-])cc1COc1c(F)c(F)c(F)c(F)c1F,-5.9%,/,-7.7%,-0.1%,?,-8.4%,-2.4%,-15.9%,?
Cc1ccc([C@@H]2CC=C(C(=O)O)[C@H](c3ccccc3)N2S(=O)(=O)c2ccccc2C)cc1,-8.0%,/,1.1%,-1.0%,/,32.9%,19.7%,/,-11.0%
CCOC(=O)C(C)Sc1nc2c(cnn2-c2ccc(C)cc2)c(=O)[nH]1 (stereo not given),-6.0%,9.7%[59 µM],?,-5.9%,-5.2%,56.7%[activator],16.7%,2.0%,-18.6%
CC(OC(=O)CNC(=O)c1ccccc1F)C(=O)Nc1nc(-c2ccccc2)cs1 (stereo not given),25.4%,-1.5%[59 µM],6.1%,-5.7%,?,20.6%,-7.0%,-12.3%,-18.1%
COc1ccc2c(c1)CC/C(=C\C=C\c1ccccc1)C2=O,10.4%,?,30.5%[activator],-2.3%,-1.7%,17.9%,1.8%,-5.4%,-17.6%
Nc1nonc1C(=O)NCCNc1ncccc1[N+](=O)[O-],-6.3%,-5.8%,13.7%,-2.7%,/,19.8%,-13.5%,0.7%,-17.3%
CC(=O)c1sc(N/N=C/c2cccc(O)c2)nc1C,17.9%,/,-29.9%,-1.4%,-5.2%,36.7%[activator],3.3%,-3.8%,-25.5%
Oc1ccc(CN2CCCc3ccccc32)c2cccnc12,-0.9%,1.58µM*,35.8%[activator],-5.4%,35.5µM*,?,22.1%,-5.4%,?
CN(C)S(=O)(=O)c1ccc(C(=O)NCc2nnc(SCC(=O)Nc3ccc(F)cc3)n2-c2ccc(F)cc2)cc1,-0.9%,10.3%[59 µM],27.1%,1.0%,5.3%,27.7%,-2.8%,3.6%,-8.6%
CC(=O)Nc1ccc(Cl)c(-c2nc3ncccc3o2)c1,-4.8%,21.5%,41.3%[activator],-7.7%,-2.8%,-7.9%,-11.2%,2.2%,-16.8%
Cc1ccccc1NC(=O)c1ocnc1C,-8.0%,14.5%[59 µM],3.4%,-6.5%,-1.0%,52.1%[activator],1.7%,-9.2%,-1.4%
COc1ccc(NC(=O)c2ccccc2CC[N+](=O)[O-])cc1,-4.6%,10.2%,59.4%[activator],7.1%,-13.9%,22.9%,-0.4%,-2.5%,-5.8%
Cc1cc(C)n(-c2ccc(NC(=O)C3CCN(Cc4cnc(C)s4)CC3)cc2)n1,1.8%,/,65.1%[activator],-1.0%,-4.4%,23.9%,-10.3%,-3.9%,-0.7%
O=C1CCc2cc(S(=O)(=O)NC(C(=O)Nc3cccc(F)c3)c3ccccc3)ccc2N1 (stereo not given),4.0%,-4.6%[59 µM],38.1%[activator],-8.0%,-3.3%[57.1 µM],55.4%[activator],-8.0%,-2.5%,-3.7%
CCOC(=O)c1c(C)[nH]c(C)c1C(=O)COC(=O)c1c(OC)cccc1OC,5.0%,-15.7%[59 µM],7.2%,7.5%,?,2.9%,-2.5%,-2.2%,-27.3%
CCOc1ccc(CN2CCN(Cc3ccsc3)C(CCO)C2)cc1CO (stereo not given),-4.2%,15.1%,28.0%,9.9%,-17.6%,10.2%,?,1.2%,-6.9%

# 4 neighbouring entries from above, for reference:
SMILES,Pin1 inhibitor,G9a inh,POLI inh,PGK inhibitor,BAZ2B inh,HP1b chromo inh,GLS inhibitor,BLM inh,JMJD2A Tudor
Cc1cc(C)n(-c2ccc(NC(=O)C3CCN(Cc4cnc(C)s4)CC3)cc2)n1,1.8%,/,65.1%[activator],-1.0%,-4.4%,23.9%,-10.3%,-3.9%,-0.7%
O=C1CCc2cc(S(=O)(=O)NC(C(=O)Nc3cccc(F)c3)c3ccccc3)ccc2N1 (stereo not given),4.0%,-4.6%[59 µM],38.1%[activator],-8.0%,-3.3%[57.1 µM],55.4%[activator],-8.0%,-2.5%,-3.7%
CCOC(=O)c1c(C)[nH]c(C)c1C(=O)COC(=O)c1c(OC)cccc1OC,5.0%,-15.7%[59 µM],7.2%,7.5%,?,2.9%,-2.5%,-2.2%,-27.3%
CCOc1ccc(CN2CCN(Cc3ccsc3)C(CCO)C2)cc1CO (stereo not given),-4.2%,15.1%,28.0%,9.9%,-17.6%,10.2%,?,1.2%,-6.9%

# Screening data from PubChem.
